Menin MLL FP TR: inhibitors of human menin-MLL interaction, mutant MLL peptide; O00255; Menin + Texas Red MLL mutant peptide, fluorescence polarization; Potency, µM (doses to about 61.6 µM), for inactives: at the highest dose FP activity change, negative = inhibition, actives largely listed as inhibitors; 270,000 tested, 0.23% active; active = well fitted inhibition curve with a large enough effect in the polarisation, with a control signal flat, not every such curve was filed as active; inconclusive = small, poorly fitted or top-dose-only effect, or effect the other way, or a change in a side signal; inactive = no such curve, though single readings can be large or run the other way; the % refers to the polarisation; note: potency is the fitted concentration of half-maximal effect; % of control where 0% means no effect; many of its hits are not listed in these tables
TSHR antag: antagonists of human thyroid stimulating hormone receptor. 330,000 tested, 0.2% active. P16473. activity change, negative = inhibition, % at 11.5 µM. TSHR-expressing cells, TSH-stimulated cAMP HTRF, 2 h; active compounds read low. AID 504810;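 active = activity change below a set negative limit, meaning inhibition stronger than a set level, cut at about -70% in these data; inconclusive = activity change between two set negative limits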; note: % is set by controls: 0 for no effect and ±100 for the full control effect
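TSHR-expressing cells, 200/well, pre-treated with compound, then stimulated with EC80 TSH (4nM final) for 2 hours at 37 deg C. cAMP measured by competitive HTRF: anti-cAMP cryptate antibody in lysis buffer plus cAMP-d2, read after 30 minutes at room temperature.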
MLL CXXC-DNA inh: MLL CXXC-DNA interaction inhibition; Q03164; Potency, µM (doses to about 115 µM), for the others: at the top dose activity change, negative = inhibition, most hits filed as inhibitors; 290,000 tested, 0.037% active; MLL-CXXC / FITC-HOXA9 DNA fluorescence polarization; active = well fitted inhibition curve with a large enough effect in the polarisation, with a control signal flat, not every such curve was filed as active; inconclusive = small, poorly fitted or top-dose-only effect, or effect the other way, or a change in a side signal; inactive = no such curve, though single readings can be large or run the other way; the % refers to the polarisation; note: potency is the fitted concentration of half-maximal effect
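Purified MLL-CXXC (added from a 7 uM solution) was preincubated 5 min at ambient with pinned compounds in 50 mM Tris-HCl pH 7.5, 50 mM NaCl, 1 mM DTT, 0.05% BSA. Fluorescein-labeled HOX-A9 DNA (50 nM solution) followed, 30 min, then polarization read.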
MBNL1 CUG block: blocks human MBNL1 binding to CUG repeat RNA | Q9NR56 | TR-FRET MBNL1-His/biotin-(CUG)12 binding, 665/545 ratio | Potency, µM (series often up to 57.5 µM), inactives show at the highest dose activity change, negative = inhibition, most hits filed as inhibitors | 280,000 tested, 0.036% active; active = well fitted inhibition curve with a large enough effect in the signal ratio, with a control signal flat, not every such curve was filed as active; inconclusive = small, poorly fitted or top-dose-only effect, or effect the other way, or a change in a side signal; inactive = no such curve, though single readings can be large or run the other way; the % refers to the signal ratio; note: potency is the fitted concentration of half-maximal effect; % is set by controls: 0 for no effect and ±100 for the full control effect
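Inhibition of protein-RNA binding appears as loss of TR-FRET between terbium anti-His antibody on MBNL1-His and streptavidin-XL665 on biotin-(CUG)12. Activity is normalized to buffer-only and uninhibited-complex controls.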
a7 integrin act: integrin-mediated muscular dystrophy alleviation activation. alpha7betagal myoblasts, beta-gal FDG fluorescence, 48 h. 350,000 tested, 0.064% active. Potency, µM (titrated, usually from 38.3 µM), without a hit: at the highest dose activation, actives largely listed as activators. AID 624291;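 note: potency is the fitted concentration of half-maximal effect; 100% = response of the positive control SU9516; nearly all actives have a fitted effect of over 60% in size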
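Alpha7betagal+/- myoblasts (passage 13) were plated 16-24 hr, then exposed to compounds (1:260 dilution of DMSO stock) for 48 hours at 37C. After MPER lysis, β-galactosidase reporter activity was read as FDG fluorescence (ex 480/em 540) after 30 minutes.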
TSG101-PTAP inh: blocks PTAP/TSG101 interaction to inhibit HIV-1 budding | Q99816 | Potency, µM (titrated, usually from 115 µM), for inactives: at the top dose activity change, negative = inhibition, usual class: inhibitors | Fluorescence polarization, FITC-PTAP peptide / Tsg101 binding | 340,000 tested, under 10 active; active = well fitted inhibition curve with a large enough effect in the main read-out, with a control signal flat, not every such curve was filed as active; inconclusive = small, poorly fitted or top-dose-only effect, or effect the other way, or a change in a side signal; inactive = no such curve, though single readings can be large or run the other way; note: potency is the fitted concentration of half-maximal effect; % of control where 0% means no effect
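Fluorescence anisotropy tracks displacement of a FITC-tagged PTAP peptide (50 nM) from the Tsg101 binding domain (10 uM), following a 20 min room-temperature incubation at pH 7.5.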
AT treatment: potential ataxia-telangiectasia treatment; Potency, µM (top dose mostly 57.5 µM), for inactives: at the top dose activation, actives largely listed as activators; […] A-T fibroblasts, KAP-1 phosphorylation AlphaLISA; neocarzinostatin DNA damage 30 min before lysis; 320,000 tested, 0.19% active; AID 485349; note: potency is the fitted concentration of half-maximal effect; % of control where 0% means no effect; nearly all actives have a fitted effect of over 45% in size
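hTERT-immortalized A-T patient fibroblasts ([…]), 500 cells/well in OPTI-MEM, 1% FBS, got compounds for 60 min, then NCS for 30 min at 37C. Lysates were then assayed for phospho-KAP-1 by AlphaLISA (anti-pKAP1 donor, anti-KAP1 acceptor beads), 6 hr at 25C.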
TCR activator: activators of T cell receptors; primary human leukocytes, anti-CD3, IL-2 HTRF, 48 h; Potency, µM (highest dose often 9.22 µM), for the others: at the top dose activation of IL-2 secretion, usual class: activators; 330,000 tested, under 10 active; AID 504894; note: % of control where 0% means no effect
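Activity was scored as IL-2 release from primary human leukocytes given only a TCR signal (a-CD3 beads) plus compound for 48 hr. Detection used a two-antibody HTRF format read at 665nm.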
Mito fusion act: mitochondrial division inhibition or fusion activation | S. cerevisiae fusion-defective mutant growth rescue, CellTiterGlo 48 h | Potency, µM (titrated, usually from 46.1 µM), inactives show at the highest dose growth rescue (activation), most hits filed as activators | 320,000 tested, 0.23% active;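 note: potency is the fitted concentration of half-maximal effect; % of control where 0% means no effect; nearly all actives have a fitted effect of over 45% in size; temperature-sensitive fusion mutants such as fzo1-1 at 37 °C on non-fermentable ethanol glycerol medium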
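Compounds are tested for their ability to restore growth of mitochondrial fusion-defective yeast strains at non-permissive 37C in YPEG medium over 48 hours. Viability is quantified by luciferase luminescence.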
ASM inhibitor: blocks human secretory acid sphingomyelinase; P17405; placental ASM, HMU-PC fluorogenic substrate, 60 min; Potency, µM (top dose mostly 57.5 µM), for inactives: at the highest dose activity change, negative = inhibition, actives largely listed as inhibitors; 340,000 tested, 0.006% active; AID 504937; note: potency is the fitted concentration of half-maximal effect
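qHTS format. ASM enzyme prepared from human placenta hydrolyses the fluorogenic substrate HMU-PC0 (9 uM final) over 60 min at 37 °C after a 10 min compound preincubation.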
Active calls of the source: *; u = inconclusive; x = no result given; [ ] = remark or other dose. Unless noted, calls come from the whole dose curve; as a rule, active = well fitted curve in the direction sought with a large enough effect; inconclusive = small, poorly fitted or top-dose-only effect, or another doubt; inactive = no such curve, though single readings can be large; an effect the other way counts as inactive or inconclusive. Only part of the results is shown; rates above refer to the full screens.

SMILES	Menin MLL FP TR	TSHR antag	MLL CXXC-DNA inh	MBNL1 CUG block	a7 integrin act	TSG101-PTAP inh	AT treatment	TCR activator	Mito fusion act	ASM inhibitor
CCOc1cc(/C=N/N=C2/NC(=O)C(CC(=O)O)S2)ccc1OCc1ccc(Cl)cc1Cl (centres undefined)	0%	-3	0%	-3%	0%	-9%	-2%	-21%	25%	-3%
CCOC(=O)c1cc(-c2ccccc2)nn1CC1CC(c2ccc(Cl)cc2)=NO1 (centres undefined)	x	x	x	x	-1%	-1%	x	-9%	x	-22%
O=C1C2C(C(=O)N1Cc1cccnc1)C1C=CC2C12CC2 (centres undefined)	6%	-21	-9%	-3%	11%	-9%	3%	17%	9%	1%
CCc1ccc(N(CC(=O)NC2CCCCC2)C(=O)CCC(=O)Nc2ccccn2)cc1	-15%	4	6%	-5%	-21%	1%	0%	4%	0%	4%
O=S(=O)(NCc1ccc(Cl)cc1)c1ccc(Cl)nc1	15%	15	5%	-6%	11%	-5%	-1%	1%	5%	-1%
O=C(CSc1nnc2n1CCCN2)c1ccccc1	x	9	1%	3%	-11%	0%	1%	-5%	1%	-1%
CCCCn1c(N)c(N(CCOC)C(=O)COC(=O)C(C)(C)Oc2ccc(Cl)cc2)c(=O)[nH]c1=O	x	3	x	x	-11%	2%	3%	-6%	-6%	-1%
CC(C)OP(=O)(OC(C)C)C1(NS(=O)(=O)c2ccc(Cl)cc2)C=C(Cl)C(=O)C(Cl)=C1	u	-13	-4%	3%	-35%	4%	-1%	5%	11%	5%
C[C@H](NC(=O)c1ccco1)C(=O)Nc1nc(-c2ccccn2)cs1	x	x	x	x	6%	0%	x	-2%	x	3%
COc1ccc(NC(=S)NCC(c2cccnc2)N2CCOCC2)cc1 (centres undefined)	4%	6	u	-14%	-8%	-5%	-2%	3%	-1%	6%
CCC(OC(=O)c1nsc(Cl)c1Cl)C(=O)NCCc1ccccc1 (centres undefined)	3%	3	-3%	-6%	-17%	-2%	-6%	0%	-1%	0%
COCCCNC(=S)NNC(=O)Cn1nc(C)c(Br)c1C	3%	4	-30%	u	7%	-3%	6%	-3%[46.1 µM]	2%	2%
Cc1cccc(NC(=O)CS(=O)(=O)c2cn(CC(=O)N3CCOCC3)c3ccccc23)c1	1%	-11	8%	10%	-11%	-3%	3%	4%	0%	2%
O=C(c1cnn2c(C(F)(F)F)cc(-c3ccc4c(c3)OCO4)nc12)N1CCCC1	2%	-10	6%	u	-4%[7.66 µM]	-4%	3%	1%	-3%	29%
O=C(/C=C/c1cccs1)NC(=S)Nc1ccc(S(=O)(=O)Nc2ccccc2C(F)(F)F)cc1	x	-1	-2%	x	17%	-7%	6%	-5%	-5%	-11%
COc1ccc(NCC(=O)N/N=C/C(C)c2ccccc2)cc1 (centres undefined)	1%	-5	-20%	4%	1%	0%	0%	11%	-7%	5%
CCOc1cccc(OCCCCn2ccnc2)c1	4%	-9	3%	-3%	-4%	0%	6%	3%	-1%	-1%
Cc1cccc(N=N/C(=C\O)C(=O)c2ccc(Br)cc2)c1	20%	13	-6%	0%	-42%	-2%	-7%	-7%	u	-14%
CCOC(=O)c1cc([N+](=O)[O-])cc([N+](=O)[O-])c1Sc1ncnc2nc[nH]c12	x	x	x	x	-52%[inhibitor]	-1%	x	12%	x	-4%
COc1ccccc1CNC(=O)C1CCCN(S(=O)(=O)c2ccc3c(c2)CC(C)N3C(C)=O)C1 (centres undefined)	u	-10	9%	4%	30%	-11%	-2%	-11%	u	0%
CCc1noc(C)c1C(=O)OCC(=O)Nc1nc(-c2ccc(F)c(F)c2)cs1	x	u	x	x	25%	-4%	5%	-2%	2%	1%
Cc1ccc(C(C)C)c(OCCCCN2CCNCC2)c1	-23%	-1	-8%	-5%	0%	-4%	4%	18%	-14%	0%
O=C(CSc1nc2ncc(Cl)cc2[nH]1)N1CCOCC1	x	6	x	x	21%	-2%	-14%	-4%	x	-2%
O=c1onc(-c2ccccc2)c2ccccc12	x	x	x	x	30%	-3%	x	-1%	x	4%
COc1ccc(OC)c(NC(=O)C2COc3ccccc3O2)c1 (centres undefined)	3%	13	3%	8%	-7%	-2%	5%	0%	17%	-7%
NC(=O)c1ccc(C2SCC(=O)N2CCc2ccccc2)cc1 (centres undefined)	x	9	x	x	-9%	-10%	0%	1%	-1%	2%
Cc1oc2cc3oc(=O)c(CCC(=O)NCCCN4CCOCC4)c(C)c3cc2c1C	u	2	-3%	-4%	-25%	-2%	-6%	12%	1%	93%[activator]
CCn1c(SCC(=O)c2cc(OC)ccc2OC)nnc1-c1ccncc1	x	x	x	x	11%	-2%	x	-2%	x	4%
C=CCOC(=O)/C(=C\c1ccccc1)NC(=O)c1ccco1	13%	8	4%	5%	-25%	0%	0%	1%[46.1 µM]	-4%	2%
O=C(c1cccs1)n1cc(C(=S)N2CCOCC2)c2ccccc21	-8%	x	101%[activator]	-10%	4%	-4%	x	-4%	11%	-7%
CCCOc1ccc(NC(=O)Cc2ccc(S(=O)(=O)N3CCOCC3)s2)cc1OCCC	x	-8	x	x	8%	-8%	-5%	3%	-2%	-3%
C=CCn1c(COc2cccc3cccnc23)nnc1SCC(=O)O	-9%	1	1%	5%	7%	-2%	-2%	5%	-5%	-2%
Cc1cnc(C(=O)OCC(=O)N2CCN(C(=O)c3ccco3)CC2)cn1	15%	9	4%	6%	-1%	0%	3%	11%	0%	3%
CC(C)c1nc2ccc(C(=O)O)cc2[nH]1	1%	-1	-3%	-10%	1%	0%	x	5%	-2%	-2%
CCOC(=O)C1CCCN(S(=O)(=O)c2c(C)c(C)cc(C)c2C)C1 (centres undefined)	-13%	-13	-5%	6%	-6%	-2%	9%	-14%	12%	0%
C=CCn1c(SCC(C)=O)nnc1-c1cc(-c2ccccc2)sc1N	-4%	-15	12%	38%[activator]	0%[7.66 µM]	1%	x	-5%[46.1 µM]	16%	0%
O=C1CN(c2ccccc2)C(=S)N1c1ccccc1	16%	-11	-8%	-7%	13%	0%	-2%	x	-2%	1%
COc1cc(C2NC(=O)NC(C)=C2C(=O)OCC2CCCO2)cc(OC)c1OC (centres undefined)	12%	21	31%[activator]	9%	11%	3%	1%	-4%	1%	2%
O=C1CCCN2N=C(SCC(=O)N3CCCCC3)SC2=N1	x	3	-10%	-9%	4%	-4%	0%	-8%	-1%	5%
CC(C)N1C(=O)S/C(=C/c2ccccc2OCc2ccc(C(=O)O)cc2)C1=O	4%	-10	-24%	3%	-2%	-4%	2%	-12%	-9%	23%
CCOCCCNC(=O)c1ccc(Cn2c(=S)[nH]c3c([nH]c4ccc(OC)cc43)c2=O)cc1	45%[activator]	-15	-6%	7%	2%	-6%	9%	2%	4%	4%
CC(C)(C#N)Cc1cc(CC(C)(C)C#N)cc(C(C)(C)C)c1	-15%	2	9%	-6%	25%	-3%	4%	3%	-1%	0%
O=C(O)CC/C(=N\Nc1ccc(S(=O)(=O)N2CCCC2)cc1[N+](=O)[O-])c1cccs1	u	-18	-4%	u	-17%	-8%	1%	6%	1%	-12%
CC(C)(C)NC(=O)C(c1ccncc1)N(Cc1cccs1)C(=O)Cn1nnc(-c2cccs2)n1 (centres undefined)	u	-11	4%	2%	1%	-1%	-4%	1%	8%	-3%
CSc1ccccc1NC(=O)c1noc2c1CCC2	u	-14	-6%	u	10%[7.66 µM]	-6%	1%	-6%	7%	-7%
Cc1ccc(C(=O)O)cc1S(=O)(=O)Nc1ccccc1C(=O)NC1CC1	x	16	x	x	9%	-2%	-1%	4%	-6%	5%
COc1ccc(-n2nc(C(=O)NCC(=O)N3CCOCC3)c3ccccc3c2=O)c(OC)c1	3%	2	1%	1%	11%	-6%	0%	-27%	11%	-1%
Cc1ccc(OCC(=O)NC2CC(C)(C)NC(C)(C)C2)c(C)c1	3%	20	-7%	-1%	-37%	-1%	5%	0%	1%	-3%
O=C(c1ccc(S(=O)(=O)N2CCOCC2)cc1)N(c1ccc(F)cc1)C1C=CS(=O)(=O)C1 (centres undefined)	-10%	0	0%	-9%	-9%	-4%	-3%	2%	-8%	4%
O=C(O)CC1=C(Nc2ccccc2)C(=O)N(c2ccccc2)C1c1ccc(Br)cc1 (centres undefined)	18%	-7	-12%	7%	-4%	-7%	-5%	3%	7%	-4%

From PubChem
